EBNA-1 inhibitor = EBNA-1 DNA-binding inhibitors, primary screen, biochemical, fluorescence polarization | hit rate 0.34% among 300,000 | inhibition, % at 14.8 µM; in the data active means inhibition above about 28%
MEP2 TOR yeast = modulators of MEP2-GFP levels in yeast, primary screen, S. cerevisiae, multiplex flow cytometry, MLPCN library; AID 2016, 2009; hit rate 0.51% among 330,000; S. cerevisiae MEP2-GFP strain, 3 h; 100% = DMSO control level; GFP response vs DMSO, % at 10 µM;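 active means GFP response versus DMSO above a set limit, roughly screen mean plus 3 SD, cut at about 180% in these data; inconclusive means fewer than 70 cells counted for a yeast strain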;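 further: median GFP fluorescence of the barcode-gated MEP2-GFP cells per well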
ZTA counter = counter-screen for EBNA-1 inhibitors: inhibitors of Epstein-Barr virus ZTA. P03206. ZTA-DNA binding, fluorescence polarization. inhibition, % at 11 µM. hit rate 0.15% among 320,000. AID 2234; in the data active means inhibition above about 33%
RPL19A-GFP yeast = RPL19A-GFP expression modulators in yeast, primary screen, cell-based, S. cerevisiae, multiplex flow cytometry, MLPCN; AID 2025, 2009; hit rate 0.3% among 330,000; S. cerevisiae RPL19A-GFP strain, 3 h; active compounds read low; percent response vs DMSO, % at 10 µM;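 active means percent response vs DMSO below 50%; inconclusive means fewer than 70 events counted for the yeast strain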;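 further: median channel GFP fluorescence of the barcoded RPL19A-GFP strain; ratio of sample median GFP to plate DMSO average so 100% = DMSO; lower means less RPL19A-GFP as with rapamycin TOR inhibition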
proCasp7 act = procaspase-7 activators, primary screen, counter-screen for procaspase-3 activator project, biochemical, absorbance, HTS, human | Caspase-7 (Homo sapiens), P55210 | recombinant procaspase-7, Ac-DEVD-pNA absorbance 405 nm; D23A/D198A/D206A triple mutant, cannot self-cleave; scale: DMSO 0, 5 µM enzyme 100 | activation, % at 8.5 µM | hit rate 0.093% among 330,000;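 active means percent activation above the screen-wide mean plus 3 SD, cut at about 25% in these data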
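Material: Procaspase-7 triple mutant (PC-7 D3A) | Quantity: 2 µM procaspase-7 mutant as dispensed | Reagent: DEVD-pNA substrate | Times: 1 h preincubation, 2 h reaction | Technique: 405 nm absorbance of p-nitroaniline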
AHR act = AHR activators, primary screen, cell-based, luminescence, luciferase reporter, human. activation, % at 5 µM. Aryl hydrocarbon receptor (Homo sapiens), P35869. AID 2796, 2010. hit rate 2.5% among 320,000. AHR-responsive luciferase reporter cells; in the data active means activation above about 47%;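 further: 0% = vehicle wells and 100% = reference agonist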
Target sequence (P35869 whole entry, looked up): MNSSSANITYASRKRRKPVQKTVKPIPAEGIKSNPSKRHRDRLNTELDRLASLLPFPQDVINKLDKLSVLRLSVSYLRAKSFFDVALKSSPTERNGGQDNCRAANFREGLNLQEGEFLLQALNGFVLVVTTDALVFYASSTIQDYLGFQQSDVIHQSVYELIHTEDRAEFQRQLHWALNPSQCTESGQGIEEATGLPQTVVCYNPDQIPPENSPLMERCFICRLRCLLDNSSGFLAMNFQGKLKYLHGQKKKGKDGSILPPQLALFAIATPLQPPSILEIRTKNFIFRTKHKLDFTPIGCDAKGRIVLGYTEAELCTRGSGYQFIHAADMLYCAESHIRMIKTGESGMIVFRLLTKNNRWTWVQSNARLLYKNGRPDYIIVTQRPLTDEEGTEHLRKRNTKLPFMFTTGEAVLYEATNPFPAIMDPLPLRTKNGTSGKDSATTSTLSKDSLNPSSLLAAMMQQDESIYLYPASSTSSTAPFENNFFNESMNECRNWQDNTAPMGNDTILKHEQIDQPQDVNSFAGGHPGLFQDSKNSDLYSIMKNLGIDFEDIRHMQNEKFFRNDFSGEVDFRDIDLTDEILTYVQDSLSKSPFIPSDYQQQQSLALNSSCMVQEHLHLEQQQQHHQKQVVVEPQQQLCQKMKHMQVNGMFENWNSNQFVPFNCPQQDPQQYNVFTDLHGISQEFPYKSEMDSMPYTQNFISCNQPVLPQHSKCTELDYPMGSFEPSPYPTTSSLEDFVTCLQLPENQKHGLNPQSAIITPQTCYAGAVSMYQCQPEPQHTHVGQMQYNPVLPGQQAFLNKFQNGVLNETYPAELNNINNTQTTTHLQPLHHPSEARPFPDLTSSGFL
procasp3 activ = activators of human procaspase-3 D3A mutant, primary screen, biochemical, absorbance, PC-3 D3A mutant, single concentration; recombinant procaspase-3 D3A, Ac-DEVD-pNA absorbance 405 nm; activation, % at 8.5 µM; hit rate 0.11% among 330,000; AID 463141, 2010;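 active means activation above the mean of all tested compounds plus 3 SD, cut at about 21% in these data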;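 further: 0% = DMSO alone and 100% = DMSO wells spiked with extra 5 µM PC-3 D3A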
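Assay system – Procaspase-3 D3A mutant · Benchmarks – DMSO low control, extra-enzyme high control · Technique – 405 nm absorbance of p-nitroaniline, reads at 0 and 120 min · Doses – 8.5 µM nominal · Measure – % activation between DMSO and enzyme-spiked controls · Also added – Ac-DEVD-pNA chromogenic peptide substrate · Schedule – 1 h compound preincubation, 2 h substrate hydrolysis at 25 °C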
LAP4-GFP MLPCN = modulators of LAP4-GFP expression in yeast, primary screen, S. cerevisiae, multiplex flow cytometry, MLPCN library | 3 h; median GFP as percent of DMSO wells | GFP response vs DMSO, % at 10 µM | hit rate 0.34% among 320,000;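 active means GFP response vs DMSO above a set limit, about the screen mean plus 3 SD, cut at about 150% in these data; inconclusive means under 70 cell events counted for the yeast strain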
* hit, by the source's call; ? = inconclusive; . = not tested or not shown. This is a random part of the collection. About 3.8% of those tested had a hit in this group.

1	NC(=O)COC(=O)c1ccc2noc(-c3ccccc3)c2c1
2	O=C1C=C(NCCN2CCOCC2)C(=O)c2cnccc21
3	COC(=O)/C(=C/c1ccc(OC)cc1)NC(=O)c1ccco1
4	Cn1c(SCC(=O)N2c3ccccc3CCc3ccccc32)nnc1-c1ccc(O)cc1
5	COc1ccccc1C(=O)Nc1cccc(NC(C)=O)c1
6	CCCNc1cc(=S)nc(N)[nH]1

Screen / compound no.,1,2,3,4,5,6
RPL19A-GFP yeast,93,104,97,98,94,116
proCasp7 act,-9,2,6,5,-2,-31
ZTA counter,-7,18,-3,-15,-8,-6
AHR act,13,-16,1,-1,13,0
MEP2 TOR yeast,85,97,96,94,103,104
procasp3 activ,-6,3,-2,1,-3,-9
EBNA-1 inhibitor,-20,7,-7,-6,6,-2
LAP4-GFP MLPCN,92,105,86,95,94,111

Reprinted from the part before: 2 entries, then new ones.
5	COc1ccccc1C(=O)Nc1cccc(NC(C)=O)c1
6	CCCNc1cc(=S)nc(N)[nH]1
7	CCC1CCCCN1CCCNC(=O)Cn1ncc2c([nH]c3ccc(C)cc32)c1=O (stereo unspecified)
8	CN(CC(=O)Nc1cccc(F)c1)C(=O)c1ccc(COc2ccccc2)o1
9	CCN(CC(=O)NCc1ccc2c(c1)OCO2)S(=O)(=O)c1ccc(F)cc1
10	COc1ccc2oc(=N)c(C(=O)Nc3ccccc3)cc2c1
11	CCOC(=O)CSc1nc2c(cnn2-c2ccc(Cl)cc2)c(=O)[nH]1
12	CCCC(=O)Nc1ccc(NC(=O)c2ccccc2)nc1

Screen / compound no.,5,6,7,8,9,10,11,12
RPL19A-GFP yeast,94,116,95,91,102,90,107,96
proCasp7 act,-2,-31,-2,3,2,-5,-6,1
ZTA counter,-8,-6,3,0,-1,9,10,14
AHR act,13,0,13,-2,1,35,5,7
MEP2 TOR yeast,103,104,95,100,106,93,107,101
procasp3 activ,-3,-9,-2,6,5,1,4,-4
EBNA-1 inhibitor,6,-2,-6,-10,-10,0,5,1
LAP4-GFP MLPCN,94,111,90,108,100,95,99,97

13	Cc1cc(-c2nnc(CCC(=O)N(C)Cc3ccsc3)o2)no1
14	CCc1nc(CN2CCN(c3cc(C(F)(F)F)ccn3)CC2)c(C)[nH]1
15	N#Cc1ccc(C(=O)N2CCN(S(=O)(=O)c3ccc(Br)s3)CC2)cc1
16	CC(C)(C)NC(=O)NC(=O)CN1CCN(c2ccc(O)cc2)CC1
17	CC(=O)c1cccc(NC(=O)Cn2nc(-c3ccccc3Cl)ccc2=O)c1
18	CCS(=O)(=O)c1ccc2oc(SCC(=O)NCCc3ccc(F)cc3)nc2c1

Screen / compound no.,13,14,15,16,17,18
RPL19A-GFP yeast,97,102,102,92,97,108
proCasp7 act,5,-10,-2,-33,2,-1
ZTA counter,1,16,0,-13,10,6
AHR act,2,-1,0,0,2,8
MEP2 TOR yeast,101,104,100,102,109,111
procasp3 activ,7,-1,1,-5,-3,-4
EBNA-1 inhibitor,4,0,-6,2,8,13
LAP4-GFP MLPCN,100,112,98,99,100,116

19	COc1ccc(C2/C=C\CN(S(=O)(=O)c3ccc4ccccc4c3)CC(=O)N2Cc2ccc(F)cc2)cc1 (stereo unspecified)
20	Cc1nnc(NC(=O)c2cccc(S(=O)(=O)N3CCOCC3)c2)s1
21	CCC(C)Sc1cc(-c2nc3ccccn3c2NC2CCCCC2)ccc1OC (stereo unspecified)
22	Cc1ccc(-c2cc(C(=O)NC3CCN(Cc4ccccc4)CC3)c3ccccc3n2)cc1
23	CN1C(=O)C2C3c4ccccc4C(c4ccccc43)[C@@H]2C1=O (stereo partly specified)
24	COc1ccc(SC[C@H](Cc2ccccc2)N2CCN(C)CCC2=O)cc1

Screen / compound no.,19,20,21,22,23,24
RPL19A-GFP yeast,98,97,91,94,106,97
proCasp7 act,-2,3,19,12,2,-5
ZTA counter,2,-9,-12,-4,-5,-12
AHR act,0,0,24,-1,0,3
MEP2 TOR yeast,104,98,102,97,105,94
procasp3 activ,10,-6,5,-3,7,2
EBNA-1 inhibitor,-2,-10,-10,-10,-2,2
LAP4-GFP MLPCN,92,98,129,101,95,94

25	CCC(C)(C)NC(=O)C(c1ccc(OC)cc1)N(Cc1ccccc1)C(=O)CCC(=O)Nc1cc(C)on1 (stereo unspecified)
26	Cc1nn(Cc2ccc(Cl)cc2)c(C)c1N
27	Clc1ccc(Cn2ccc(-c3ccc4c(c3)OCO4)n2)cc1Cl
28	Cc1cc(C(=O)COc2ccccc2Cl)c(C)n1C1CC1
29	CC(OC(=O)c1ccc(Cl)nc1)C(=O)N1CCc2ccccc21 (stereo unspecified)
30	CC(=O)NC(=O)c1ccc(-c2ccc(Cl)cc2)o1

Screen / compound no.,25,26,27,28,29,30
RPL19A-GFP yeast,100,96,106,89,107,97
proCasp7 act,4,-8,7,0,-3,-1
ZTA counter,-4,-6,1,3,-5,-15
AHR act,2,1,51*,-4,0,7
MEP2 TOR yeast,101,104,106,95,110,101
procasp3 activ,8,-6,2,-1,-5,2
EBNA-1 inhibitor,-2,2,13,.,-14,-1
LAP4-GFP MLPCN,93,97,94,111,105,97

31	Cc1c(NC(=S)NC(=O)c2sc3ccccc3c2Cl)cccc1C(=O)O
32	Cc1c(Br)c(=O)oc2c(Br)c(O)ccc12
33	COc1ccc(CN(C2CCCC2)S(=O)(=O)c2ccc(-n3cnnn3)cc2)cc1OC
34	N=C1C(c2nc3ccccc3[nH]2)=C(O)CN1C1CCCCC1
35	Cc1ccccc1OCC(=O)NNC(=O)Nc1ccc(Cl)cc1
36	Cc1ccc(Nc2n[nH]c(C)c2[N+](=O)[O-])c(C)c1

Screen / compound no.,31,32,33,34,35,36
RPL19A-GFP yeast,100,106,95,89,94,103
proCasp7 act,-6,3,8,4,-4,2
ZTA counter,10,10,-2,-7,-7,-7
AHR act,5,-1,6,5,17,132*
MEP2 TOR yeast,91,94,95,94,91,102
procasp3 activ,-2,0,-4,3,-1,-7
EBNA-1 inhibitor,5,-1,-10,-12,6,-1
LAP4-GFP MLPCN,104,94,100,98,91,104

Record cards, as listed above. Order of screens: RPL19A-GFP yeast, proCasp7 act, ZTA counter, AHR act, MEP2 TOR yeast, procasp3 activ, EBNA-1 inhibitor, LAP4-GFP MLPCN
`Cc1ccc(Nc2n[nH]c(C)c2[N+](=O)[O-])c(C)c1` reads 103, 2, -7, 132*, 102, -7, -1, 104
`Cc1c(Br)c(=O)oc2c(Br)c(O)ccc12` reads 106, 3, 10, -1, 94, 0, -1, 94

Returning to the listing, starting 4 compounds before the break.
33	COc1ccc(CN(C2CCCC2)S(=O)(=O)c2ccc(-n3cnnn3)cc2)cc1OC
34	N=C1C(c2nc3ccccc3[nH]2)=C(O)CN1C1CCCCC1
35	Cc1ccccc1OCC(=O)NNC(=O)Nc1ccc(Cl)cc1
36	Cc1ccc(Nc2n[nH]c(C)c2[N+](=O)[O-])c(C)c1
37	Cn1c(SCC(=O)NNC(=O)Nc2ccc(Cl)cc2)nnc1-c1ccccc1
38	CCN(CC)CCNC(=O)C(=O)Nc1ccc(C(=O)OC)cc1
39	COc1ccc(-n2c(-c3cc(-c4ccccc4)sc3N)n[nH]c2=S)cc1
40	Cc1ccc(C)c(OCCCCN2CCCCC2)c1
41	O=C1OC(c2cccc([N+](=O)[O-])c2)C2(CCCC2)C(=O)C12CCCCC2 (stereo unspecified)
42	Cc1nnc(NC(=O)c2cccc(S(=O)(=O)N3CCc4ccccc43)c2)s1

Screen / compound no.,33,34,35,36,37,38,39,40,41,42
RPL19A-GFP yeast,95,89,94,103,98,99,99,99,105,108
proCasp7 act,8,4,-4,2,-4,10,-1,-2,12,10
ZTA counter,-2,-7,-7,-7,-18,-7,-15,0,-8,-2
AHR act,6,5,17,132*,-2,1,1,1,2,0
MEP2 TOR yeast,95,94,91,102,99,99,95,104,102,109
procasp3 activ,-4,3,-1,-7,-1,10,-4,6,8,5
EBNA-1 inhibitor,-10,-12,6,-1,-1,-2,1,-6,5,4
LAP4-GFP MLPCN,100,98,91,104,104,105,111,101,101,104

43	O=C(Cn1cc(C(F)(F)F)cc(Cl)c1=O)NCCc1ccccc1
44	CN(C)/C=C(/C(=O)c1ccccc1Cl)S(=O)(=O)c1ccccc1
45	O=C(NCc1ccco1)c1cc2nc(-c3cccs3)cc(C(F)(F)F)n2n1
46	CC(C)(C)c1ccc(/C=N/OCC(=O)NCc2ccc(F)cc2)cc1
47	CCn1ncc(/C=N\NC(=O)c2cc(-c3ccc(C)cc3C)nc3ccccc23)c1C
48	CC(=O)c1sc(=S)n(-c2ccccc2)c1C

Screen / compound no.,43,44,45,46,47,48
RPL19A-GFP yeast,102,94,94,104,96,103
proCasp7 act,-2,2,12,4,4,1
ZTA counter,3,-4,23,-25,2,9
AHR act,1,1,-12,9,7,-2
MEP2 TOR yeast,154,94,107,100,112,103
procasp3 activ,-5,5,17,4,-2,13
EBNA-1 inhibitor,10,-5,5,-11,-2,7
LAP4-GFP MLPCN,110,95,103,91,102,114

49	Cc1cccc(OCc2occc2C(=O)Nc2cccc(-n3cnnn3)c2)c1
50	Cn1c(SCc2nc3cc(C(=O)O)ccc3c(=O)[nH]2)nnc1C(F)(F)F
51	CCN1CCN(CCOc2cccc(Cl)c2Cl)CC1
52	c1ccc2sc(Sc3ncnc4sccc34)nc2c1
53	COc1ccccc1N1CCN(C(=O)CSc2nc(C)c(Cc3ccccc3)c(=O)[nH]2)CC1
54	COc1ccc(NC(=S)NCCCN2CCCC2)cc1
55	O=C(CNS(=O)(=O)c1cccs1)NCc1ccc(F)cc1

Screen / compound no.,49,50,51,52,53,54,55
RPL19A-GFP yeast,104,102,101,100,102,?,95
proCasp7 act,6,2,8,-5,2,8,0
ZTA counter,-6,-1,-7,-20,-5,-3,5
AHR act,4,2,1,49*,1,-1,13
MEP2 TOR yeast,103,97,99,105,103,?,106
procasp3 activ,3,0,-4,4,1,8,-1
EBNA-1 inhibitor,-8,0,7,1,-5,5,-7
LAP4-GFP MLPCN,95,105,102,110,103,?,110

Screens as filed in PubChem BioAssay.
